BLM inh: qHTS Assay for Inhibitors of Bloom's syndrome helicase (BLM); RecQ-like DNA helicase BLM (Homo sapiens), P54132; recombinant BLM DNA unwinding, fluorescence dequenching; Potency, µM (highest dose often 56.1 µM), for inactives: at the top dose activity change, negative = inhibition, usual class: inhibitors; 0.2% of 350,000 active;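 further: potency means the concentration at half of the fitted maximal effect; plate controls were vehicle for no effect and no enzyme for full effect; nearly all actives have a fitted effect of over 35% in size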
Anesthetic bind: qHTS Assay for Identification of Novel General Anesthetics. Ferritin light chain (Equus caballus), P02791. apoferritin/1-aminoanthracene competitive binding, fluorescence. Potency, µM (series often up to 77.5 µM), without a hit: at the highest dose activity change, negative = displacement, actives largely listed as inhibitors. 0.074% of 350,000 active; further: potency means the concentration at half of the fitted maximal effect; on the % scale 0 is the no-effect control and ±100 the full control effect; nearly all actives have a fitted effect of over 20% in size
Target sequence (P02791 2-175 limits assumed): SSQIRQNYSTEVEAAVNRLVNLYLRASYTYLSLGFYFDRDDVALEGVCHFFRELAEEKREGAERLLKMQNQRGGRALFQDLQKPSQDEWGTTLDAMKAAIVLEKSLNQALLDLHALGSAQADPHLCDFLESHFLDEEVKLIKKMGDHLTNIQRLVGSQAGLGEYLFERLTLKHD
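In PBS, apoferritin at 10 uM is loaded with 1-AMA from a 50% saturated solution. After 10 min of compound exposure at ambient temperature, reduced 535 nm fluorescence indicates probe displacement.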
ERG-DNA inh: qHTS for Small Molecule Inhibitors of the ERG Ets/DNA interaction. Transcriptional regulator ERG (Homo sapiens), P11308. fluorescence polarization, His-ERG Ets domain / labelled DNA. Potency, µM (titrated, usually from 76.9 µM), without a hit: top-dose FP activity, negative = inhibition, most hits filed as inhibitors. 0.028% of 370,000 active. AID 624246, 2012; active means well fitted inhibition curve with a large enough effect in the polarisation, with a control signal flat; inconclusive means small, poorly fitted or top-dose-only effect, or effect the other way, or a change in a side signal; inactive means no such curve, though single readings can be large or run the other way; the % refers to the polarisation;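 further: polarization taken with two DNA probes labelled with fluorescein and Texas red; potency means the concentration at half of the fitted maximal effect; % of control where 0% means no effect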
Target sequence (P11308 whole entry, looked up, the tested form may be a part): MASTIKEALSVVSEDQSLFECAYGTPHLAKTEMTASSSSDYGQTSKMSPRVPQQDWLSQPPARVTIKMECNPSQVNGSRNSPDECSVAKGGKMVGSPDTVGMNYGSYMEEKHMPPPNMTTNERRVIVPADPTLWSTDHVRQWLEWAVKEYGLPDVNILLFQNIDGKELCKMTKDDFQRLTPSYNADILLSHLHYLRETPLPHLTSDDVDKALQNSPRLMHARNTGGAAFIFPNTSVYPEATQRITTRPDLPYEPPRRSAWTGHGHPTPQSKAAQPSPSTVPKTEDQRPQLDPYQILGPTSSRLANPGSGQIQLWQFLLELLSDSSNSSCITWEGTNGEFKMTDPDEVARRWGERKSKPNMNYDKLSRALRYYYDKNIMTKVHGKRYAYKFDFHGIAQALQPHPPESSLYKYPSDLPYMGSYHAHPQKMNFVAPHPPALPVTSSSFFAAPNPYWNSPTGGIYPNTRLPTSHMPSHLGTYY
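His-tagged ERG Ets domain (1 uM in the protein solution; 300mM KCl, 50mM Tris-HCl, 1mM EDTA, 1mM DTT, pH 7.5) received compound, then a probe mix of 5 nM fluorescein-DNA and 100nM Texas-615-DNA. Fluorescence polarization was read for both dyes.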
POLB inh: qHTS Assay for Inhibitors of DNA Polymerase Beta; Pol beta primer extension/strand displacement, fluorescence kinetic; 1.3% of 340,000 active; Potency, µM (highest dose often 114 µM), inactives show at the highest dose activity change, negative = inhibition, most hits filed as inhibitors; P06746; further: potency means the concentration at half of the fitted maximal effect; on the % scale 0 is the no-effect control and ±100 the full control effect
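10 nM enzyme + cpd, 15 min RT; start with substrate 50 nM final; read 0 min and after 10 min RT. Corrected, normalized data; 4-parameter Hill curve fit.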
12-LOX inh: Primary qHTS assay for inhibitors of human arachidonate 12S-lipoxygenase (ALOX12): Round 2. Polyunsaturated fatty acid lipoxygenase ALOX12 (Homo sapiens), P18054. purified 12hLO, xylenol orange hydroperoxide absorbance. Potency, µM (series often up to 108 µM), without a hit: at the top dose activity change, negative = inhibition, most hits filed as inhibitors. 1.1% of 580,000 active; further: potency means the concentration at half of the fitted maximal effect; on the % scale 0 is the no-effect control and ±100 the full control effect
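Purified human 12hLO (150 nM final) in 25 mM Hepes, 0.01% Triton X-100, pH 7.0 was preincubated 15 min at room temperature with compound. Then 40 uM arachidonic acid was added, 30 min. Hydroperoxide was read by Fe-XO absorbance ratio 573/405 nm.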
Pol iota inh: qHTS for Inhibitors of Polymerase Iota; DNA polymerase iota (Homo sapiens), Q9UNA4; Pol iota fluorescent replication assay, 10 min; 1% of 390,000 active; Potency, µM (titrated, usually from 115 µM), without a hit: top-dose activity, negative = inhibition, usual class: inhibitors; further: potency means the concentration at half of the fitted maximal effect
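Pol iota at 10 nM preincubated 15 min with compounds at room temperature; reaction started with fluorescent substrate, 50 nM final. Fluorescence read kinetically at 0 and 10 min; buffer-only wells as negative control.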
Pol kappa inh: qHTS for Inhibitors of Polymerase Kappa | AID 588579, 2011 | purified Pol kappa, fluorescent DNA synthesis assay, 10 min | DNA polymerase kappa (Homo sapiens), Q9UBT6 | Potency, µM (highest dose often 107 µM), without a hit: at the top dose activity, negative = inhibition, hits mostly inhibitors | 0.53% of 400,000 active; further: potency means the concentration at half of the fitted maximal effect; on the % scale 0 is the no-effect control and ±100 the full control effect
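Pol kappa 10 nM + cpd, 15 min RT; start w/ substrate 50 nM final; fluorescence kinetic read, 0 and 10 min. Neg ctrl: buffer, no enzyme.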
APEX1 inh: qHTS Assay for Inhibitors of the Human Apurinic/apyrimidinic Endonuclease 1 (APE1); 0.35% of 350,000 active; DNA repair nuclease/redox regulator APEX1 (Homo sapiens), P27695; Potency, µM (doses to about 65.8 µM), inactives show at the highest dose activity change, negative = inhibition, actives largely listed as inhibitors; recombinant APE1, TAMRA/BHQ-2 abasic DNA cleavage fluorescence;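 further: potency means the concentration at half of the fitted maximal effect; plate controls were vehicle for no effect and reference inhibitor for full effect; nearly all actives have a fitted effect of over 55% in size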
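Step 1: APE1 (0.75 nM) with compound, 15 min RT. Step 2: add 50 nM fluorophore/quencher THF duplex. Step 3: three fluorescence reads 60 s apart (525/598 nm); read 3 minus read 1 = reaction progress.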
TRHR agonist: qHTS for Small Molecule Agonists and Allosteric Enhancers of Human TRH Receptor: Primary Screen for Agonists | Thyrotropin-releasing hormone receptor (Homo sapiens), P34981 | TRHR cells, calcium flux fluo-8, FDSS agonist mode | activation, % at 2 µM | 0.18% of 360,000 active | AID 493084, 2011; in the data active means activation above about 30%; further: 0% is about no effect
Target sequence (P34981 whole entry, looked up): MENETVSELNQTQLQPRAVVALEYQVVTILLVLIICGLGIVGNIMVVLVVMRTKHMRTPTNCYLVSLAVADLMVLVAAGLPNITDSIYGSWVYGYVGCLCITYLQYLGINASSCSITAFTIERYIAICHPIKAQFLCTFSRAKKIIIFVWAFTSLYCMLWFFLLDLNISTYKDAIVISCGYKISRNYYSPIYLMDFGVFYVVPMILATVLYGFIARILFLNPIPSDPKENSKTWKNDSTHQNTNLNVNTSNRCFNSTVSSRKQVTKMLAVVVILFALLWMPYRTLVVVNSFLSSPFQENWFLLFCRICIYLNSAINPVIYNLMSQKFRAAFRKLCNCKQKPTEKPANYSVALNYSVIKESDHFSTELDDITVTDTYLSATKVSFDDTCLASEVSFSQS
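Steps: seed TRHR cells overnight; add fluo-8 no-wash Ca dye, RT 30 min–1.5 h; record 10 s baseline; pin-transfer compounds; monitor fluorescence 1 cycle/s for the agonist window. Calcium increases flag candidate agonists.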
Starred values were filed as active, the others as inactive; ? = inconclusive; nt = no result given; [ ] = remark or other dose. Unless noted, the call rests on the fitted dose curve; in most records, active means well fitted curve in the direction sought with a large enough effect; inconclusive means small, poorly fitted or top-dose-only effect, or another doubt; inactive means no such curve, though single readings can be large; an effect the other way counts as inactive or inconclusive. A portion of the library (hit frequency here may not be typical).

The opening four records, to show the layout:
SMILES	BLM inh	Anesthetic bind	ERG-DNA inh	POLB inh	12-LOX inh	Pol iota inh	Pol kappa inh	APEX1 inh	TRHR agonist
COc1ccccc1C1C2=C(N=C3SCC(=O)N31)c1ccccc1CC2 (stereo not given)	-5%	-10%	-1%	34%	77%[activator]	1%	-8%	-6%	0.0
O=C1CC(c2ccsc2)c2cc3c(cc2N1)OCCO3 (stereo not given)	-1%	-2%	-5%	-1%	6%[57.4 µM]	-10%	7%	-3%	-1.3
CC(C)(C)c1nc(SCC(=O)NNC(=O)c2ccccc2)c2ccccc2n1	-2%	?	-2%	14%	-2%	83%[activator]	-6%	-2%	-0.3
COc1cc(OC)c(C2C(C#N)=C(C)NC(C)=C2C#N)c(C(=O)O)c1	-3%	7%	11%	10%	-10%	-6%	6%	-2%	0.0

The listing, repeating the preview:
SMILES	BLM inh	Anesthetic bind	ERG-DNA inh	POLB inh	12-LOX inh	Pol iota inh	Pol kappa inh	APEX1 inh	TRHR agonist
COc1ccccc1C1C2=C(N=C3SCC(=O)N31)c1ccccc1CC2 (stereo not given)	-5%	-10%	-1%	34%	77%[activator]	1%	-8%	-6%	0.0
O=C1CC(c2ccsc2)c2cc3c(cc2N1)OCCO3 (stereo not given)	-1%	-2%	-5%	-1%	6%[57.4 µM]	-10%	7%	-3%	-1.3
CC(C)(C)c1nc(SCC(=O)NNC(=O)c2ccccc2)c2ccccc2n1	-2%	?	-2%	14%	-2%	83%[activator]	-6%	-2%	-0.3
COc1cc(OC)c(C2C(C#N)=C(C)NC(C)=C2C#N)c(C(=O)O)c1	-3%	7%	11%	10%	-10%	-6%	6%	-2%	0.0
CC1(C)CC(=O)c2cc(-c3nc(-c4ccc(Cl)cc4)cs3)c(=O)n(-c3ccc(Cl)cc3)c2C1	-3%	8%	-16%	-6%	-11%	7%	-4%	nt	1.5
CC1=CC(=O)C(C(C)C)=C/C1=N/OC(=O)c1cccc([N+](=O)[O-])c1	-3%	-20%	nt	3%	?	17%	-3%	21%	-0.7
CC[C@H](C)[C@H](NC(=O)[C@H](CC(N)=O)NC(=O)[C@H](CCCCN)NC(=O)[C@H](Cc1ccccc1)NC(=O)[C@H](Cc1ccccc1)NC(=O)[C@H](Cc1cnc[nH]1)NC(=O)[C@@H](N)C(C)C)C(=O)N[C@H](C(=O)N[C@H](C(=O)N1CCC[C@H]1C(=O)N[C@@H](CCCN=C(N)N)C(=O)N[C@H](C(=O)N1CCC[C@H]1C(=O)O)[C@@H](C)O)[C@@H](C)O)C(C)C	3%	4%	nt	nt	nt	nt	12%[60.1 µM]	1%	nt
CC1C(=O)CCCCCCCCCC2C1(N1CCOCC1)CS2(=O)=O (stereo not given)	0%	3%	-13%	21%	5%	11%	-5%	1%	-0.2
N#Cc1ccc(/C=C2\CCCCn3c2nc2cc(C(=O)O)ccc2c3=O)cc1	-7%	-5%	-2%	?	?	35%[activator]	-2%	27%	0.4
COc1cccc(OCCOCCNCCO)c1	0%	-10%	nt	26%	nt	nt	nt	-1%	0.3
CC(=O)Oc1ccc2c(=O)oc(-c3ccccc3C)nc2c1	-10%	-9%	-1%	20%	?	9%	-8%	-7%	0.0
C=CCOc1ccc(CNCCO)cc1OCC	1%	0%	-10%	41%	-26%	0%	-11%	6%	1.5
O=C(CSc1nc(-c2cccs2)nc2cc(=O)[nH]n12)Nc1ccccc1	-6%	44%[activator]	3%	-21%	-16%	89µM*	?	nt	-0.1
CCC(C)NC(=O)CSc1nnc(-c2cc(-c3ccc(C)cc3)nc3ccccc23)n1N (stereo not given)	0%	?	-1%	13%	-17%	6%	-10%	-3%	-0.5
COCCNc1ncnc2onc(-c3ccc(F)cc3)c12	-1%	-3%	1%	7%	-9%	-27%	-8%	nt	0.6
Cc1c(C(=O)NC2=NCCS2)cccc1[N+](=O)[O-]	-2%	-11%	2%	-1%	10%	25%	13%	0%	-0.3
CCc1cc2cc(C)ccc2nc1SCC(=O)N1CCN(C(=O)c2ccco2)CC1	-4%	-8%	-6%	25%	-9%	1%	-14%	-2%	0.3
COc1ccc(CCNC(=O)c2noc(C(C)C)c2[N+](=O)[O-])cc1OC	-3%	1%	-4%	34%	-8%	36%[activator]	-1%	38%	0.1
CCOC(=O)C1(C)/C(=N/Nc2ccc(S(N)(=O)=O)cc2)C(=O)C(=O)N1c1ccccc1 (stereo not given)	-3%	-15%	1%	34%	-25%	45%[activator]	-3%	2%	-0.4
O=S(=O)(c1ccc(F)cc1)N1CCC(Oc2ccc(-n3cnnn3)cc2)CC1	1%	5%	6%	18%	-1%	1%	-23%	nt	2.4
O=C(O)c1cc(S(=O)(=O)N(Cc2ccccc2)c2ccc(Cl)cc2)ccc1Cl	-1%	-9%	0%	-1%	?	40%[activator]	-1%	4%	-0.8
CC1(C)Cc2c(sc3nc4n(c(=O)c23)CCC4)CO1	3%	-7%	-8%	-21%	73%[activator]	-4%	-17%	3%	-0.1
CCc1ccc(NC(=O)C2CCN(C(=O)N3CCOc4ccccc43)CC2)cc1	-1%	?	-4%	16%	-11%[57.4 µM]	-4%	-17%	6%	0.0
CCCCN(C(=O)CSCc1c(C)noc1C)c1c(N)n(CCCC)c(=O)[nH]c1=O	nt	nt	?	nt	-16%	7%	-2%	5%	1.1
CC(C)Oc1ccc(CCC(=O)N/N=C/c2ccc3c(c2)OCO3)cc1	-2%	0%	-1%	0%	-5%	25%	4%	53%[activator]	-1.0
Cc1ccc(N2C(=O)[C@@H]3[C@H](C2=O)C2CCCN2[C@@H]3C(=O)c2ccccc2)cc1 (stereo not given in full)	-13%	-15%	-4%	9%	45µM*	?	-1%	0%	-0.3
COc1ccc(C)cc1NC(=O)Cn1c(=O)cc(C)c2c(C)nn(C)c21	-6%	-8%	3%	-1%	-16%	18%	-12%	nt	0.1
COc1cc(NC(=O)c2c3c(nc4ccccc24)CCC3)cc(OC)c1	0%	-6%	-15%	?	-5%	8%	-24%	-1%	nt
CCN1CCN(S(=O)(=O)c2ccc(Cl)c(C(=O)N(C)Cc3cccc(Cl)c3Cl)c2)CC1	nt	nt	-2%	nt	?	2%	1%	38%	0.0
O=C(COc1ccc2c(c1)CCC2)N1CCN(c2cccc(C(F)(F)F)c2)CC1	-6%	4%	-1%	10%	-29%	-9%	6%	?	-0.1
CN=CC1=C(O)CC(C)(C)CC1=O	0%	-4%	-2%	48%	5%	4%	-5%	-8%	0.1
O=C(CSc1nc2ccccc2s1)NC1CCCc2ccccc21 (stereo not given)	-3%	-7%	10%	16%	-2%	-15%	3%	0%	-1.5
O=C(NCCc1csc(-c2cccc(F)c2)n1)c1ccccc1C(F)(F)F	-2%	-2%	1%	20%	?	32%[activator]	-12%[60.1 µM]	nt	-0.4
Cc1c(OCC(=O)N[C@@H](CSCc2ccccc2)C(=O)O)ccc2c3c(c(=O)oc12)CCC3	-1%	-5%	6%	-2%	-16%	11%	9%	1%	0.3
Cc1noc(C)c1C(=O)N1CCC(CO)(Cc2ccccc2)CC1	0%	-6%	5%	2%	-5%	23%	-11%	3%	0.4
CCOc1ccc(NC(=O)Nc2cnccn2)cc1	-6%	-1%	-2%	1%	1%	22%	2%	-3%	-0.3
COC(=O)c1sccc1NC(=S)Nc1ccc(C)cc1	3%	-1%	5%	-4%	0%	116%[activator]	-2%	-6%	-0.2
CCOC(=O)c1ccc(NC(=O)C2CCCN(c3ncnc4onc(-c5ccc(F)cc5)c34)C2)cc1 (stereo not given)	-6%	-12%	2%	16%	-4%	22%	-1%	nt	0.3
O=C(O)c1ccc(/C=C2\COc3ccccc3C2=O)cc1	-3%	15%	10%	10%	-3%	?	2%	85%[activator][12.4 µM]	-0.8
CC(=O)c1ccc(NC(=O)c2cnn(-c3cccc(F)c3)c2-n2cccc2)cc1	-1%	-10%	-3%	-15%	-27%	25%	-17%	nt	0.0
CC(C)Cc1nc2oc3c(N4CCN(CCO)CC4)ncnc3c2c2c1CCCC2	-9%	-2%	5%	-4%	-15%	-6%	8%	19%	1.4
CN(C)c1ccc2c3c(ccc(N(C)C)c13)COC2	2%	2%	-3%	23%	16%	-23%	-25%	1%	-2.5
CC(C)Cn1c(NCCO)nc2ccccc21	-1%	-8%	-4%	-2%	0%	14%	-17%	3%	0.7
COC(=O)c1ccccc1NC(=O)CSc1nnnn1CC(=O)O	-4%	0%	-3%	34%	-3%	66%[activator]	-12%	0%	0.2
COc1cccc2cc(-c3nc(Nc4cccc(C)c4)sc3C)c(=O)oc12	-2%	-22%	0%	10%	5%	22%	-15%[60.1 µM]	nt	0.0
Oc1ccccc1-c1cc(C(F)(F)F)[nH]n1	-4%	-16%	nt	50%	nt	nt	nt	7%	0.1
CSc1nc(C)c(Cc2ccccc2)c(=O)[nH]1	-2%	-11%	-12%	0%	?	43%[activator]	-7%	7%	0.2
Cc1ccc(CO)cc1Nc1ncnc2onc(-c3ccc(F)cc3)c12	-5%	-4%	1%	63%[activator]	-21%	?	-31%	nt	0.3
O=C(CCc1ccccc1)Nc1ccc(S(=O)(=O)NC2=NCCCCC2)cc1	nt	nt	-15%	nt	59%[activator]	51%[activator]	-5%	-2%	nt
